Candida biofilm: clotrimazole potentiators killing Candida biofilms, primary screen, with clotrimazole, Alamar Blue. C. albicans biofilm + clotrimazole. inhibition, % at 6 µM. actives 0.14% (n = 85,000). AID 834, 2007;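 active = inhibition above 20%; inactive = inhibition below 20%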;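 also: preformed 24 hr biofilms exposed to compound for 48 hr; 0% = biofilm without compound and 100% = blank killed by clotrimazole plus chlorhexidine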
Smad3 FoxH1 inh: Smad3/FoxH1 peptide binding inhibitors, primary screen, biochemical, TR-FRET. Mothers against decapentaplegic homolog 3 (Homo sapiens), P84022. TR-FRET Smad3/Dy647-FoxH1 peptide binding, europium anti-His. inhibition, % at 25 µM. actives 0.29% (n = 88,000);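 active = compounds that reduce the energy-transfer binding signal between the protein and its labelled peptide by more than half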;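 also: 0% = Smad3 plus labelled peptide maximal FRET and 100% = peptide-only background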
Target sequence (P84022 whole entry, looked up): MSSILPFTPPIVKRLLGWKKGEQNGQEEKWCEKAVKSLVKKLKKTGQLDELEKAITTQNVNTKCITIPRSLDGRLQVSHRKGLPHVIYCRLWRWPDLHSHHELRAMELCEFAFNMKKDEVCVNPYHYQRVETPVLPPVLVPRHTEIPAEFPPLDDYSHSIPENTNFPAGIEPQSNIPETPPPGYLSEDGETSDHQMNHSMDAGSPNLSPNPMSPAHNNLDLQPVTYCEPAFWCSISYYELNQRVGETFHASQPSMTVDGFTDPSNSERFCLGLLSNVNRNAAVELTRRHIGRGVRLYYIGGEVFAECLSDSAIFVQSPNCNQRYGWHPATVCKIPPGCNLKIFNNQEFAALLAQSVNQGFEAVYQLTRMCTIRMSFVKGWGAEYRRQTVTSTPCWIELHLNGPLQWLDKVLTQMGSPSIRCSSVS
VCAM1 TNFa inh: inhibitors of TNFa-induced VCAM1 expression, primary screen, imaging, HUVEC, TNFa stimulus, immunofluorescence; inhibition, % at 2 µM; actives 0.48% (n = 95,000); HUVEC TNFa-induced VCAM-1 immunofluorescence, high-content imaging;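 active = inhibition above the batch mean plus 3 SD, with images confirmed as a hit by eye, cut at about 37% in these data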;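 also: 0% = TNF-stimulated DMSO wells and 100% = unstimulated control wells; not every result past the cut was called active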
MT1-MMP txn act: MT1-MMP promoter reporter activation – cell-based, luciferase luminescence, primary screen. activation factor at 10 µM. actives 0.16% (n = 86,000). HT1080 MT1-MMP promoter luciferase reporter, overnight; active compounds read high;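 active = activation factor of at least 2 for MT1-MMP transcription at 10 µM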
DAT uptake mod: changed hDAT dopamine uptake under cocaine IC80, either direction, primary screen, cocaine antagonist project, cell-based, LLC-PK1 hDAT, [14C]-dopamine uptake, MLSMR. Sodium-dependent dopamine transporter (Homo sapiens), Q01959. LLC-PK1 hDAT cells, [14C]-dopamine uptake with cocaine IC80; actives deviate in either direction. B-score at 10 µM. actives 1.3% (n = 110,000). AID 449768, 2010;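 active = Z score or B-score, a plate-position-corrected score, falls beyond the plate's 99.7% confidence bounds, in either direction; inactive = both scores lie inside the 99.7% bounds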;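 also: scored against the spread of the other compound wells on the same plate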
Target sequence (Q01959 whole entry, looked up): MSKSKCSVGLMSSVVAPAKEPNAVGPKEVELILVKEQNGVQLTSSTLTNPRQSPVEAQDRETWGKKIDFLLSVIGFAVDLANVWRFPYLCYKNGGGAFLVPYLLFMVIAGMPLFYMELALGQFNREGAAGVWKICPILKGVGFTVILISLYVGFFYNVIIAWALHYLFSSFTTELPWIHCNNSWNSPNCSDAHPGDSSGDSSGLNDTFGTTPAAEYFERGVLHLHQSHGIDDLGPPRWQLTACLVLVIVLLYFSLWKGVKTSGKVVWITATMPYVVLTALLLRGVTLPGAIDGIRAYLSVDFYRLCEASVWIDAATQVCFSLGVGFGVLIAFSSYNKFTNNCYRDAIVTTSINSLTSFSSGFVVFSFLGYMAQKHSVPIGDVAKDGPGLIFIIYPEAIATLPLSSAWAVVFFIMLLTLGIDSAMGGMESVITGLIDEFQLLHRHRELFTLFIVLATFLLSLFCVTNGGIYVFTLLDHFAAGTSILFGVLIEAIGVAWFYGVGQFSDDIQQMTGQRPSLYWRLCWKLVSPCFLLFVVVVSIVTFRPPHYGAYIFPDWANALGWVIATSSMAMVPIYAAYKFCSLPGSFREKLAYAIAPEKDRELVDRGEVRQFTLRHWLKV
HUVEC tox TNFa: cytotoxicity in TNFa-stimulated HUVEC, primary screen, cytotoxicity control for VCAM1 expression modulator project, imaging, Hoechst nuclei count. HUVEC TNFalpha-stimulated, Hoechst cell count. cell count reduction, % at 2 µM. actives 0.17% (n = 93,000);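 active = cell count reduction exceeding the screen mean by over 5 SD, scaled to untreated wells per plate, cut at about 78% in these data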;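 also: cells counted after 24 h of TNF alpha exposure following the 1 h pretreatment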
F-actin modifier: modifiers of F-actin cytoskeleton organization, primary screen, imaging, HUVEC, phalloidin staining, high-content imaging | HUVEC TNFa F-actin phalloidin imaging | inhibition, % at 2 µM | actives 0.18% (n = 91,000);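 active = inhibition above the batch mean plus 3 SD and confirmed as a hit by visual image inspection, cut at about 30% in these data, passing the limit was not always enough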; also: strong numbers were not always called active
IL1B cytotox: cytotoxicity in IL-1B stimulated HUVEC, primary screen, cytotoxicity control for IL-1B NFkB translocation project, imaging, Hoechst nuclear count, IL-1B stimulus | HUVEC cell count loss | cell count reduction, % at 2 µM | actives 0.41% (n = 94,000);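 active = cell count reduction more than 3 SD above the screen-wide mean, cut at about 70% in these data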;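 also: normalized per plate to untreated control cells as the no-loss baseline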
LYP inh 2: PTPN22 phosphatase inhibitors, primary screen, biochemical, DiFMUP fluorescence, 2 µM | recombinant LYP catalytic domain | Tyrosine-protein phosphatase non-receptor type 22 (Homo sapiens), Q9Y2R2 | actives 0.21% (n = 96,000) | inhibition, % at 2 µM;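 active = inhibition at 2 µM at or above a set limit, the screen mean plus 3 SD, cut at about 24% in these data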;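 also: 0% = DMSO with enzyme and 100% = enzyme fully blocked by orthovanadate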
Numbers without * were called inactive; . = no result given; [ ] = remark or other dose. Only part of the results is shown, so the mix of outcomes need not match the whole.

SMILES | Candida biofilm | Smad3 FoxH1 inh | VCAM1 TNFa inh | MT1-MMP txn act | DAT uptake mod | HUVEC tox TNFa | F-actin modifier | IL1B cytotox | LYP inh 2
Cc1cc(C)n(C(=O)c2ccc(NC(=O)C3CC3)cc2)n1 | 6 | 4 | 4 | 1 | 0.79 | -7 | 16 | 18 | -8
O=C(CSCc1ccc(F)cc1)NCc1ccco1 | 6 | 9[fluorescence artefact?] | -23 | 1 | -1.2 | -37 | 6 | -1 | 0
Cc1ccc(NC(=O)Cn2cnc3sc(C(=O)NCCN(C)C)c(C)c3c2=O)cc1Cl | -2 | 6 | 9 | 1.3 | 0.14 | -1 | -15 | . | -8
Cc1ccnc(-n2sc3ccccc3c2=O)n1 | 5 | 10 | -7 | . | . | -11 | 5 | -54 | -6
Cc1cccc(Nc2nc(N3CCCCC3)nc(N3CCCCC3)n2)c1 | 4 | -7 | -3 | . | -0.06 | -12 | 6 | 1 | -7
O=C(O)c1ccc2c(c1)C(=O)N(NC(=O)c1ccccc1)C2=O | . | . | 11 | . | -0.34 | -6 | 18 | -82 | 3
O=C1COc2cccnc2N1 | 4 | 3 | -3 | 1 | -0.44 | -4 | -12 | -24 | -4
CCc1c(C)[nH]c2c(C)cccc2c1=O | -2 | 15 | 26 | . | 0.88 | -6 | -1 | . | -1
COc1ccc(S(=O)(=O)Nc2ccc(S(=O)(=O)N3CCCCC3)cc2)cc1 | 6 | -3 | 10 | 1.2 | 1.2 | -26 | -7 | -31 | 25*
CC(=O)C1=C(C)Nc2cc(C(F)(F)F)ccc2S1 | 6 | 1 | 8 | 1 | 1.6 | -42 | 29 | 10 | 6
CCNC(=O)COC(=O)C1C(C(=O)OCC)=C(C)NC(C)=C1C(=O)OCC | . | . | -11 | . | 0.31 | 2 | 10 | 1 | -25
COc1cccc(/C=C/C(=O)c2c(O)cc(C)oc2=O)c1O | 4 | 13 | 7 | 1.1 | 0.45 | -23 | . | -13 | -12
O=C(Nc1ccc(Cl)cc1)Nc1nc(-c2sccc2Br)cs1 | . | . | 12 | . | . | -14 | 8 | -46 | 0
Cc1cc(C#N)c(C)n1-c1cc(S(=O)(=O)N2CCOCC2)ccc1N1CCCC1 | 7 | 0 | -1 | 1.3 | 1.3 | 15 | -14 | -115 | 3
Cc1ccc(NC(=O)CSCC(=O)N2c3ccccc3CCc3ccccc32)cc1 | . | . | 8 | . | -0.014 | -2 | 7 | -26 | 3
COc1cccc(N(CC(=O)N2CCN(C)CC2)S(=O)(=O)c2ccccc2)c1 | 8 | -4 | 3 | 1.2 | -0.34 | -16 | 18 | -4 | -4
CN(C)S(=O)(=O)c1ccc(NC(=O)c2ccccn2)cc1 | 1 | 0 | 5 | 1 | -0.87 | 0 | 13 | -36 | -2
COc1ccc(N2CCN(C(=O)CCCN3C(=O)c4cccc5cccc(c45)C3=O)CC2)cc1 | . | . | 1 | . | -0.37 | -8 | 11 | 6 | 3
Cn1c(N2CCN(C(=O)NCc3ccccc3)CC2)nc2ccccc21 | 3 | -5 | 17 | 1.2 | 0.82 | -49 | -9 | -28 | -5
COC1(OC)N=C(NC(=O)Nc2ccccc2)C2(C#N)C(c3ccccc3)C12C#N (stereo unspecified) | 7 | -1 | -3 | 1.7 | 0.56 | 3 | 1 | -111 | 4
CC1CCCCN1C(=O)Cn1cc(C#N)c2ccccc21 (stereo unspecified) | 5 | 6 | 17 | 1.1 | -0.2 | -8 | 12 | -12 | 4
O=C(NNc1cccc(Cl)n1)Nc1ccccc1Cl | . | . | -9 | . | 0.15 | -16 | -10 | 9 | 6
O=C(CSc1nnc2c3ccccc3c3ccccc3c2n1)Nc1ccccc1F | . | . | 33 | . | . | 11 | 4 | -31 | 10
OC1(c2ccccc2F)CCN(Cc2nnc(-c3ccccc3)o2)CC1 | 6 | 3 | 11 | 1.2 | 1.4 | -8 | -27 | -9 | 0
N#Cc1c(-c2ccccc2)ccn(Cc2ccc(Cl)cc2)c1=O | . | . | 0 | . | 0.72 | -25 | 3 | 7 | 3
Cc1ccccc1OCc1nc2ccccc2c(=O)n1NC(=O)c1ccco1 | 7 | 19[fluorescence artefact?] | -10 | 1 | 0.4 | 10 | 8 | 28 | -2
Cc1onc(-c2ccccc2)c1C(=O)Nc1ccc(S(=O)(=O)NC2=NCCCCC2)cc1 | 0 | 3 | 12 | 1 | 0.22 | 6 | 30 | -17 | 3
NC(=O)CNC(=O)[C@@H]1CC2(CC(c3ccc(Cl)cc3)=NO2)CN1C(=O)c1ccc(Br)cc1 (stereo partly specified) | . | . | -2 | . | -0.02 | 7 | 18 | 2 | -6
COc1cc(OC)c(OC)cc1CN1CCCC(C(=O)N2CCCCC2)C1 (stereo unspecified) | -4 | 0 | 10 | 1.1 | -0.16 | -8 | -21 | -16 | -4
Cc1cc2nc(-c3ccc(SCc4ccccc4C#N)nc3)[nH]c2cc1C | . | . | -14 | . | 1.5 | -13 | -16 | 0 | 3
S=c1nccc(-c2cc(Cl)sc2Cl)[nH]1 | 5 | 4 | 2 | 1.1 | 0.33 | -6 | . | -4 | 6
Cc1cccn2c(=O)c3cc(C(=O)N4c5ccccc5CC4C)n(C)c3nc12 (stereo unspecified) | 8 | 13[fluorescence artefact?] | 1 | 1 | . | -40 | -11 | -16 | 1
CCCOc1ccc2c3c(c(=O)oc2c1)CCCC3 | . | . | -13 | 1.1 | -0.48 | -3 | 20 | -46 | -2
O=CNC(Cc1ccccc1)C(=O)O (stereo unspecified) | 3 | -12 | 11 | 1.2 | -0.83 | -4 | . | -13 | -2
CN(C)S(=O)(=O)N(CC(=O)Nc1cccc(F)c1)c1ccccc1 | 3 | -5 | 4 | 1.2 | 0.7 | -26 | -4 | -7 | -4
CC1(O)c2ccccc2C(=O)N1Cc1ccccc1 (stereo unspecified) | 9 | 3 | 13 | 1 | -0.33 | -34 | -33 | -7 | -5
CC1CCN(c2c([N+](=O)[O-])c(=O)n(-c3ccccc3)c3ccccc23)CC1 | . | . | -18 | . | -0.51 | -36 | 12 | 20 | -1
Cc1ccc2c(Cl)c(C(=O)Nc3cc(C)on3)sc2c1 | 4 | -13 | -14 | 1.3 | 0.82 | -14 | 23 | -2 | 5
O=C(O)COc1ccccc1C1C2C(=O)N(c3ccc(F)cc3)C(=O)C2ON1c1ccccc1 (stereo unspecified) | -2 | 4 | . | 1.1 | 0.75 | . | . | . | .
CCOC(=O)c1cnc2ccc(OCC)cc2c1N1CCN(c2ccccc2)CC1 | 5 | 5 | 7 | 1 | 1.8 | -9 | -8 | 1 | -12
CCOC(=O)CSc1nnc(CNC(=O)c2ccc(S(=O)(=O)N3CCCCC3)cc2)n1C | 3 | 4 | 14 | 1.1 | 1.4 | -19 | 6 | 10 | -4
COc1cccc(-n2c(SCC(=O)Nc3cc(C)on3)nc3c([nH]c4ccccc43)c2=O)c1 | 7 | 28[fluorescence artefact?] | 20 | 1.3 | 1.9 | -26 | 15 | 10 | 4
Cc1cc(O)c(C(C[N+](=O)[O-])c2ccc(Cl)cc2Cl)c(=O)o1 (stereo unspecified) | -4 | -2 | -6 | 1 | 0.08 | -2 | -3 | -39 | 7
CCn1c(SCC(=O)N2CCCc3ccccc32)nc2c1c(=O)n(C)c(=O)n2C | 8 | 8 | 15 | 1.2 | 0.53 | 1 | -16 | -3 | -4
O=C1Nc2ccccc2C12OCCCO2 | 4 | 5 | 0 | 1.2 | -0.79 | -12 | -14 | 7 | -1
CCOC(=O)c1c(C)noc1CP(=O)(c1ccccc1)c1ccccc1 | 3 | 5 | 4 | 1.1 | -0.28 | -20 | 8 | -4 | -4
CC(C)(C)NC(=O)NC(=O)COc1ccccc1C#N | 7 | 2 | 8 | 1 | -0.077 | 4 | 21 | -48 | 7
CCCC1(C(=O)O)NC(c2ccccc2O)C2C(=O)N(c3cccc(Cl)c3)C(=O)C21 (stereo unspecified) | 6 | -1 | -5 | 1.1 | -0.023 | 5 | -4 | -6 | -4
CCOC(=O)/C=C1\SCC(=O)N1CC(=O)NC(C)C | . | . | 13 | . | 0.75 | -8 | -2 | -23 | -6
C=CCNC(=S)NNC(=O)c1cccn(Cc2cccc(Cl)c2)c1=O | . | . | -25 | . | -0.56 | 10 | -5 | 29 | 56*
CC1Cc2nc(SCC(=O)N3CCCc4ccccc43)n(C)c(=O)c2S1 (stereo unspecified) | -3 | -2 | 8 | 1.1 | 0.36 | -22 | 12 | -1 | -2
NC(=O)CSc1nnc(-c2ccc(S(=O)(=O)N3CCCC3)cc2)n1Cc1ccco1 | 7 | 7 | 3 | 1 | 0.091 | -22 | -24 | -4 | -13
Cc1occc1C(=O)N/N=C/c1cccs1 | . | . | 14 | . | 0.032 | -11 | 1 | -8 | -1
COc1cccc(OCCOc2ccccc2OC(C)C)c1 | -3 | -9 | 8 | 0.9 | 0.33 | -3 | -8 | -112 | 1

Arranged by count of non-hydrogen atoms (highest first): some entries from above
SMILES | Candida biofilm | Smad3 FoxH1 inh | VCAM1 TNFa inh | MT1-MMP txn act | DAT uptake mod | HUVEC tox TNFa | F-actin modifier | IL1B cytotox | LYP inh 2
COc1cccc(-n2c(SCC(=O)Nc3cc(C)on3)nc3c([nH]c4ccccc43)c2=O)c1 | 7 | 28[fluorescence artefact?] | 20 | 1.3 | 1.9 | -26 | 15 | 10 | 4
CCOC(=O)CSc1nnc(CNC(=O)c2ccc(S(=O)(=O)N3CCCCC3)cc2)n1C | 3 | 4 | 14 | 1.1 | 1.4 | -19 | 6 | 10 | -4
NC(=O)CSc1nnc(-c2ccc(S(=O)(=O)N3CCCC3)cc2)n1Cc1ccco1 | 7 | 7 | 3 | 1 | 0.091 | -22 | -24 | -4 | -13
CCn1c(SCC(=O)N2CCCc3ccccc32)nc2c1c(=O)n(C)c(=O)n2C | 8 | 8 | 15 | 1.2 | 0.53 | 1 | -16 | -3 | -4
CC1Cc2nc(SCC(=O)N3CCCc4ccccc43)n(C)c(=O)c2S1 (stereo unspecified) | -3 | -2 | 8 | 1.1 | 0.36 | -22 | 12 | -1 | -2
C=CCNC(=S)NNC(=O)c1cccn(Cc2cccc(Cl)c2)c1=O | . | . | -25 | . | -0.56 | 10 | -5 | 29 | 56*
Cc1cc(O)c(C(C[N+](=O)[O-])c2ccc(Cl)cc2Cl)c(=O)o1 (stereo unspecified) | -4 | -2 | -6 | 1 | 0.08 | -2 | -3 | -39 | 7
CC(C)(C)NC(=O)NC(=O)COc1ccccc1C#N | 7 | 2 | 8 | 1 | -0.077 | 4 | 21 | -48 | 7
CCOC(=O)/C=C1\SCC(=O)N1CC(=O)NC(C)C | . | . | 13 | . | 0.75 | -8 | -2 | -23 | -6
Cc1occc1C(=O)N/N=C/c1cccs1 | . | . | 14 | . | 0.032 | -11 | 1 | -8 | -1
O=C1Nc2ccccc2C12OCCCO2 | 4 | 5 | 0 | 1.2 | -0.79 | -12 | -14 | 7 | -1

Assay outcomes as filed in PubChem BioAssay.
